STK33 inh: human STK33 kinase inhibition. Q9BYT3. purified STK33, MBP phosphorylation, ADP-Glo luminescence. inhibition, % at 10 µM. actives 0.073% (n = 320,000);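 active = inhibition at or above 25%, using the most active replicate where run in duplicate; inactive = inhibition below 25%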
Target sequence (Q9BYT3 whole entry, looked up): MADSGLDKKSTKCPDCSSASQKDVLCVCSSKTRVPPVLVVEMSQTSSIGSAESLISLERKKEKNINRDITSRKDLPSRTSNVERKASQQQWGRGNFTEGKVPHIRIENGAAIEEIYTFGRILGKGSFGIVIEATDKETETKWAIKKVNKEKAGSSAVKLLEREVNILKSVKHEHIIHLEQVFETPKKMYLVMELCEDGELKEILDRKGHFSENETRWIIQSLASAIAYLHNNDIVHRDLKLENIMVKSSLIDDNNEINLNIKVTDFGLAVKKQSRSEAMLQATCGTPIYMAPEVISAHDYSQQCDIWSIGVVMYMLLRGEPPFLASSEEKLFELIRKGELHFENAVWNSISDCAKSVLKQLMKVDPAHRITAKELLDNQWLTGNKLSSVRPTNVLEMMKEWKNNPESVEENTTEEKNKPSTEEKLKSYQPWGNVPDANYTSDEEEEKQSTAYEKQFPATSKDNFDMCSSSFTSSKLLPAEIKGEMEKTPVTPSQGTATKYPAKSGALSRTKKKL
OX1R FRET antag: blocks the human orexin 1 receptor | O43613 | OX1R-expressing cells, FRET antagonist read-out | inhibition, % at 6.6 µM | actives 1.8% (n = 330,000); in the data active = inhibition mostly above about 38%, no sharp cut-off; inactive = mostly below about 40%;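 note: 0% = agonist challenge alone and 100% = reference antagonist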
Target sequence (O43613 whole entry, looked up): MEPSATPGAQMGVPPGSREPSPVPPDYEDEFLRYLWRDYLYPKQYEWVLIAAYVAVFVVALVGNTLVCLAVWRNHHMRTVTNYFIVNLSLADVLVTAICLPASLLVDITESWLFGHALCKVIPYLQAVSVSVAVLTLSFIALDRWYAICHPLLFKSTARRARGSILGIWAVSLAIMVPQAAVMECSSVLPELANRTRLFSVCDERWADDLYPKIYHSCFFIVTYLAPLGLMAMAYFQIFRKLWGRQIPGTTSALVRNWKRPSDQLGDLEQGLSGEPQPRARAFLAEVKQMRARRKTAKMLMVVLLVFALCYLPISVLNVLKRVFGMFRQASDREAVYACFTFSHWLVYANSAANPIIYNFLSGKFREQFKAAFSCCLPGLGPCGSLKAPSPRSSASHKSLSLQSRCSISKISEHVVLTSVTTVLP
The depositor's hits bear a star; . = not tested or not shown; & = joins results of further samples.

STK33 inh	OX1R FRET antag	compound
2.2	5	O=C(COC(=O)c1ccc2c(c1)OCCO2)Nc1cccc(S(=O)(=O)N2CCOCC2)c1
-0.2	14	O=C(Nc1ccccc1N1CCN(C(=O)c2ccc(Cl)cc2)CC1)c1cc(Br)ccc1Cl
-2.9	2	CC(Oc1cccc(Cl)c1)c1ccnc2nc(/N=C/N(C)C)nn12 (configuration not stated)
-1.3	8	O=C(NCc1ccc(F)cc1)C1CCN(S(=O)(=O)c2ccc3c(c2)OCCCO3)CC1
-1.3	9	CCC(C)(C)NC(=O)CN(C(=O)CCC(=O)Nc1cc(C)ccn1)c1ccc2c(c1)OCCO2
-3.0	19	CC(C)c1cc(C(=O)Nc2cccc(C(F)(F)F)c2)no1
-0.5	10	O=C(CCC(=O)N1CCOCC1)NCCc1ccc(F)cc1
-2.0	28	CS(=O)(=O)N(CC(=O)Nc1ccccc1C(=O)NCc1ccccc1)c1ccc2c(c1)OCCO2
-1.9	32	Cn1c(Cc2ccccc2)nnc1SCc1nc2ccccc2c(=O)[nH]1
-4.3	19	O=C(O)c1ccc(NS(=O)(=O)c2ccc3c(c2)C(=O)c2cc(S(=O)(=O)Nc4ccc(C(=O)O)cc4)ccc2-3)cc1
0.5	4	O=C(O)CSc1c(-c2ccccc2)c2cc(Cl)ccc2[nH]c1=O
-1.5	15	O=C(c1ccccc1F)N(Cc1cccnc1)Cc1cc2cc3c(cc2[nH]c1=O)OCCO3
-2.0	1	O=C(O)c1coc2ccccc12
-1.5	9	Cn1nc(C(F)(F)F)c2cc(C(=O)Nc3ccc(C(F)(F)F)cc3)sc21
-1.2	12	O=C(NC1CC1)c1cc(-c2ccccn2)nc2ccccc12
-0.2	10	Cc1cc(C(=O)NCCCN2CCOCC2)n(-c2ccccc2)n1
-1.2	33	CCN(CC)CC(=O)Nc1sc(C)c(C)c1C(=O)c1ccc(C)cc1
0.1	8	Cc1cccc(OCc2nnc(SCC(=O)N3CCCCC3)o2)c1
-1.6	-1	CCOc1ccc(/C=N/OCC(=O)Nc2cc(S(=O)(=O)N3CCOCC3)ccc2OC)cc1
-1.2	10	NS(=O)(=O)c1ccc(CNC(=O)C2CCCCC2)cc1
-0.4	17	Cc1ccc(-c2nc(N)sc2C)cc1
-0.6	0	O=C(CN1CCN(Cc2ccccc2Cl)CC1)N/N=C/C=C/c1ccco1
0.6	4	Cc1nn(Cc2c(Cl)cccc2Cl)c(C)c1NC(=O)CCCn1nc([N+](=O)[O-])c(Cl)c1C
-2.4	11	Cc1ccc(OCCCNC2CCCC2)cc1
-0.8	19	NS(=O)(=O)c1ccc(NC(=O)Cn2ncc3c2-c2ccccc2OC3)cc1
-0.1	14	Cc1nn(CC(=O)N/N=C/c2ccc3c(c2)OCO3)c(C)c1Br
-1.2	5	COc1ccc(C2CC(C(F)(F)F)n3nc(C(N)=O)c(Cl)c3N2)cc1OC (configuration not stated)
0.2	13	CC(C)c1nnc(SCC(=O)N2CCN(C(=O)c3ccco3)CC2)n1N
-0.3	23	C/C(NC1CCCCC1)=C(/C#N)C(=O)NCCN1CCOCC1
-1.5	30	O=C(NCc1ccccc1)c1ccc(NC(=O)c2ccco2)cc1
-1.8	7	Cc1ccccc1C(=O)O/N=C/c1c(N2CCOCC2)n(C)c2ccccc12
-1.0	93*	Cc1ccccc1N(CC(=O)NC1CCCC1)C(=O)c1oc(C(C)(C)C)cc1C
0.3	27	CN(C(=O)CNC(=O)c1ccc(Br)o1)C1CCCCC1
-1.1	12	Cc1ccc(NC(=O)C2CCCCC2C(=O)O)cc1C (configuration not stated)
-1.4	39	COc1cc(CN2CC(=O)N(c3ccccc3Cl)C2=S)cc(OC)c1OC
-0.7	6	CC1(c2ccc(Cl)cc2)NC(=O)N(CC(=O)Nc2ccc(F)cc2)C1=O (configuration not stated)
-0.2	-4	CC(C)c1ccc(C2(C)NC(=O)N(CC(=O)NC3(C#N)CCCC3)C2=O)cc1 (configuration not stated)
-1.6	8	CCn1c(CNC(=O)c2ccc3c(c2)OCO3)nnc1SCC(=O)Nc1cc(C)ccc1OC
-1.7	15	Cc1cccc(CC(=O)NC2CCS(=O)(=O)C2)c1 (configuration not stated)
-1.5	16	CCN(CC)S(=O)(=O)c1ccc(OC)c(NC(=O)c2ccc(OC)c([N+](=O)[O-])c2)c1
-0.1	17	COC(=O)C(CC(=O)c1ccc(Br)cc1)n1cccn1 (configuration not stated)
-3.0	25	CCCC(C)NC(=O)CSc1nnc(-c2c[nH]c3ccccc23)o1 (configuration not stated)
-2.5	18	Cc1ccc(-c2nc(CS(=O)CC(=O)NCc3ccc(F)cc3)c(C)o2)cc1 (configuration not stated)
-2.1	1	CCOC(=O)C1=C(C)Nc2ccccc2N=C1NC(=O)c1cccc(S(=O)(=O)N(C)C)c1
8.4	16	Cc1ccc(CNc2ccc3c(c2)ncn3C(C)C)cc1
0.0	22	O=C(NCc1ccco1)C1CCCN(S(=O)(=O)c2ccccc2)C1 (configuration not stated)
0.1	2	CCOC(=O)/C(=N\Nc1cc(C(F)(F)F)ccc1Cl)N(CC)CC
-0.4	50	O=C(OCC(=O)c1c[nH]c2ccccc12)c1cc2ccccc2cc1O
-1.1	0	COc1ccccc1N1CCN(CCN2C(=O)C3CCCN3C2=O)CC1 (configuration not stated)
-3.1	21	C=CCN(CC=C)C(=S)NCCc1ccc(OC)c(OC)c1
0.2	8	O=C(OCC(=O)N1CCC(Cc2ccccc2)CC1)c1ccc[nH]c1=O
-0.8	-2	CN(C)CCCC(C)(O)C(C)(C)c1ccccc1 (configuration not stated)
-2.8	1	O=C(CNC(=O)c1cccs1)NCCN1CCN(c2ccccc2F)CC1
-0.1	5	CC1Cc2ccccc2N1C1=NS(=O)(=O)c2ccccc21 (configuration not stated)
-1.4	9	COc1ccc(NC(=O)C2C3C=CC(O3)C2C(=O)NCc2cccnc2)cc1 (configuration not stated)
-0.6	3	CCN(CC)S(=O)(=O)c1ccc(N2CCOCC2)c(NC(=O)c2ccc(=O)n(C)n2)c1
-0.9	11	N#Cc1cc(C(=O)c2cc(Br)ccc2O)cn(C2CCCCC2)c1=O
0.1	30	Cc1ccc(OCC(O)CNC(=O)c2ccccc2C(=O)O)cc1 (configuration not stated)
0.3&-0.2	-1&-2	Cc1ccc(-n2c(O)c(/C=N/n3cnnc3)c3ccccc3c2=O)cc1
-1.5	8	CCc1nc(C#N)c(N2CCOCC2)o1

Other structures
STK33 inh	OX1R FRET antag	compound
0.5	26	Cc1cc(C(=O)Nn2c(C3CCCCC3)nc3ccccc3c2=O)ccc1[N+](=O)[O-]
1.7	10	CN1C(C(=O)Nc2ccc(OC(F)(F)F)cc2)=CC(c2ccco2)=NS1(=O)=O
0.3	4	C=CCNC(=O)C1(S(=O)(=O)c2ccccc2)CC=CC1
0.5	-7	CCN(C[C@H]1N[C@@](C)(C(=O)OC)[C@H]2C(=O)N(Cc3ccccc3)C(=O)[C@@H]12)C(=O)Nc1ccc(C)cc1
-0.5	13	CC1=NNC(=O)C1CCC(=O)N/N=C/C(Br)=C/c1ccccc1 (configuration not stated)
-0.1	11	Cc1ccc2nc(SCC(=O)Nc3cc(C)on3)nc(=O)n2c1
-2.0	8	COc1ccc([C@H]2CC(=O)C=C(c3ccc(Cl)c(Cl)c3)C2)cc1
-1.0	-3	CN(Cc1ccccc1)C(=O)CCS(=O)(=O)c1ccc2c(c1)oc(=O)n2C
-0.4	3	CCOC(=O)CCCSc1nc2sc3c(c2c(=O)[nH]1)CCC3
3.6	14	Cc1ccc(CSc2nc3ccncc3[nH]2)cc1
-0.6	22	Cc1ccc(C(=O)NNC(=S)NCC2CCCO2)cc1[N+](=O)[O-] (configuration not stated)
0.1	8	CC1CCCCN1S(=O)(=O)c1ccc(C(=O)Nc2nnc(-c3ccncc3)o2)cc1 (configuration not stated)

18 entries from above, reformatted.
Values run as follows: STK33 inh	OX1R FRET antag
- O=C(COC(=O)c1ccc2c(c1)OCCO2)Nc1cccc(S(=O)(=O)N2CCOCC2)c1
 : 2.2	5
- O=C(Nc1ccccc1N1CCN(C(=O)c2ccc(Cl)cc2)CC1)c1cc(Br)ccc1Cl
 : -0.2	14
- CC(Oc1cccc(Cl)c1)c1ccnc2nc(/N=C/N(C)C)nn12 (configuration not stated)
 : -2.9	2
- O=C(NCc1ccc(F)cc1)C1CCN(S(=O)(=O)c2ccc3c(c2)OCCCO3)CC1
 : -1.3	8
- CCC(C)(C)NC(=O)CN(C(=O)CCC(=O)Nc1cc(C)ccn1)c1ccc2c(c1)OCCO2
 : -1.3	9
- CC(C)c1cc(C(=O)Nc2cccc(C(F)(F)F)c2)no1
 : -3.0	19
- O=C(CCC(=O)N1CCOCC1)NCCc1ccc(F)cc1
 : -0.5	10
- CS(=O)(=O)N(CC(=O)Nc1ccccc1C(=O)NCc1ccccc1)c1ccc2c(c1)OCCO2
 : -2.0	28
- Cn1c(Cc2ccccc2)nnc1SCc1nc2ccccc2c(=O)[nH]1
 : -1.9	32
- O=C(O)c1ccc(NS(=O)(=O)c2ccc3c(c2)C(=O)c2cc(S(=O)(=O)Nc4ccc(C(=O)O)cc4)ccc2-3)cc1
 : -4.3	19
- O=C(O)CSc1c(-c2ccccc2)c2cc(Cl)ccc2[nH]c1=O
 : 0.5	4
- O=C(c1ccccc1F)N(Cc1cccnc1)Cc1cc2cc3c(cc2[nH]c1=O)OCCO3
 : -1.5	15
- O=C(O)c1coc2ccccc12
 : -2.0	1
- Cn1nc(C(F)(F)F)c2cc(C(=O)Nc3ccc(C(F)(F)F)cc3)sc21
 : -1.5	9
- O=C(NC1CC1)c1cc(-c2ccccn2)nc2ccccc12
 : -1.2	12
- Cc1cc(C(=O)NCCCN2CCOCC2)n(-c2ccccc2)n1
 : -0.2	10
- CCN(CC)CC(=O)Nc1sc(C)c(C)c1C(=O)c1ccc(C)cc1
 : -1.2	33
- Cc1cccc(OCc2nnc(SCC(=O)N3CCCCC3)o2)c1
 : 0.1	8

(list continues)
STK33 inh	OX1R FRET antag	compound
-1.6	14	CC1CCC(C(C)C)C(OP(=O)(c2ccc(N(C)C)cc2)C(O)c2cccnc2)C1 (configuration not stated)
-0.2	16	CCCCN(CCO)c1ncnc2sc(-c3ccccc3)cc12
1.6	10	COCc1nnc(NC(=O)c2c(-c3c(Cl)cccc3Cl)noc2C)s1
-1.7	8	CCCc1cc(=O)[nH]c(SCC)n1
1.2	12	CN(C)S(=O)(=O)c1ccc(C(=O)Nc2ccc(OCC(=O)N3CCOCC3)cc2)cc1
.	3	O=C(C[C@H]1C[C@H](C(=O)N2CCOCC2)[C@@]2(CCC3CCCC3)c3[nH]c4ccc(Cl)cc4c3CCN2C1=O)NCCN1CCOCC1
2.0	22	COc1ccc(NC(=O)CNC(=O)C23CC4CC(CC(C4)C2)C3)c(OC)c1
-0.2	14	Cc1ccc(NC(=O)Cn2nc(C(=O)O)c3ccccc3c2=O)cc1S(=O)(=O)N1CCCCC1
1.0	13	CCn1c(=O)c(C(=O)NNC(=O)c2ccc(Cl)cc2Cl)c(O)c2ccccc21
0.5	3	CC(C)(C)OC(=O)NCCCC[C@H](NC(=O)c1nc[nH]c1C(=O)NC(c1ccccc1)c1ccccc1)C(=O)OC(C)(C)C
-0.6	12	O=C(NCC1CCCO1)C(c1ccc(F)cc1)N(C(=O)Cn1nnc(-c2ccc(F)cc2)n1)c1cccc(O)c1 (configuration not stated)
-0.9	15	O=C(CSc1ncnc2c1oc1ccccc12)Nc1ccccc1C(F)(F)F
2.2	27	COCCn1c(N)c(C#N)c2nc3ccccc3nc21
-0.7	8	COc1c(C)cc(S(=O)(=O)NCc2ccccn2)c(C)c1C
-1.1	10	CC(C)Sc1nnc([C@H](Cc2c[nH]c3ccccc23)NC(=O)OC(C)(C)C)o1
0.5	19	COC1(OC)N=C(N)C2(C#N)C(c3cccc(Oc4ccccc4)c3)C12C#N (configuration not stated)
-2.0	7	Cc1cc(C)nc(N2CCN(CC(=O)NCc3ccccc3)CC2)n1
-1.6	37	N#CCCCn1c(O)c(N=NC(=O)C(O)c2ccccc2)c2ccccc21 (configuration not stated)
0.8	14	COc1ccc(OC)c(-n2cnc3cc(C(=O)NCCCN4CCOCC4)ccc32)c1
-0.4	7	CC1(c2ccccc2)NC(=O)N(CC(=O)NC(=O)NC2CCCC2)C1=O (configuration not stated)
-1.7	10	CSc1ncccc1C(=O)NC1CCN(Cc2ccccc2)CC1
-1.5	9	NC1=NC(=Nc2ccccc2)c2ccccc21
0.1	45*	O=C(NCC1CCCN1S(=O)(=O)c1cccs1)C(=O)Nc1ccccc1Cl (configuration not stated)
0.1	39	COc1ccc(/C=N/NC(=O)c2cccc([N+](=O)[O-])c2)cc1OC
0.0	19	CCOC(=O)c1sc(=S)n(-c2ccc(Cl)cc2)c1SC
1.0	6	Cc1noc(C)c1COc1ccccc1C(=O)N1CCN(c2cccc(Cl)c2)CC1
-0.7	-19	C#CCOCCOCCOCCNc1nc(N2CCN(C(=O)CCCCCCCCCCNC(=O)[C@@H](CCC(=O)O)n3cc(CCCCCN)nn3)CC2)nc(N2CCN(C(=O)CCCCCCCCCCNC(=O)[C@H](CO)n3cc(CCCSC)nn3)CC2)n1
-1.2	15	COc1ccc(CNC(=O)C2CCC(CNS(=O)(=O)c3cccc4nsnc34)CC2)cc1 (configuration not stated)
0.8	21	CC(Sc1nc2scc(-c3ccccc3)c2c(=O)[nH]1)C(=O)NC(N)=O (configuration not stated)
-0.3	11	COc1ccc(C(=O)NCC(=O)NCc2ccncc2)cc1
-0.4	9	Cc1ccc(C(=O)COC(=O)C2CCC2)cc1
-1.2	26	CC(=O)N1C(=O)N(C)C2C1N(C(C)=O)C(=O)N2C (configuration not stated)
0.3	4	O=C(Cc1ccc(Cl)cc1)Nc1ccc(S(=O)(=O)N2CCOCC2)cc1
-1.4	13	CN(C(=O)COC(=O)c1ccc[nH]c1=O)C1CCCCC1
.	5	Cc1ccccc1C1N(c2nccs2)C(=O)C2CCCN21 (configuration not stated)
6.3	9	CSCCC(NC(=O)c1ccccc1Cl)C(=O)NC1CCN(Cc2ccccc2)CC1 (configuration not stated)
.	23	CC(C)OC(=O)C(C(=O)C(F)(F)F)c1cc(NS(=O)(=O)c2ccc3ccccc3c2)c2ccccc2c1O (configuration not stated)

Compound activity as filed in PubChem BioAssay.
